GLS inh – inhibitors of human glutaminase (GLS) | Potency, µM (series often up to 45.5 µM), for inactives: top-dose activity change, negative = inhibition, usual class: inhibitors | AID 624170 | GLS enzymatic activity, qHTS titration | actives 0.21% (n = 410,000) | O94925; also: potency is read from the fitted curve at half-maximal effect; % is scaled to controls: 0 for no effect and ±100 for the full control effect
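hKGA; 45 mM KH2PO4 pH 8.2 + 0.02% Tween-20; cpd via pin tool; 1 mM Gln soln; GluOx/HRP/Amplex Red; RT 30 min; fluor. t0 & final.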
TrxR1 inh – blocks rat thioredoxin reductase 1. O89049. recombinant rTrxR1, NADPH fluorescence consumption, selenite substrate. Potency, µM (top dose mostly 114 µM), inactives show at the highest dose activity change, negative = inhibition, most hits filed as inhibitors. actives 1% (n = 390,000); also: potency is read from the fitted curve at half-maximal effect; % is scaled to controls: 0 for no effect and ±100 for the full control effect; nearly all actives have a fitted effect of over 65% in size
Target sequence (O89049 whole entry, looked up): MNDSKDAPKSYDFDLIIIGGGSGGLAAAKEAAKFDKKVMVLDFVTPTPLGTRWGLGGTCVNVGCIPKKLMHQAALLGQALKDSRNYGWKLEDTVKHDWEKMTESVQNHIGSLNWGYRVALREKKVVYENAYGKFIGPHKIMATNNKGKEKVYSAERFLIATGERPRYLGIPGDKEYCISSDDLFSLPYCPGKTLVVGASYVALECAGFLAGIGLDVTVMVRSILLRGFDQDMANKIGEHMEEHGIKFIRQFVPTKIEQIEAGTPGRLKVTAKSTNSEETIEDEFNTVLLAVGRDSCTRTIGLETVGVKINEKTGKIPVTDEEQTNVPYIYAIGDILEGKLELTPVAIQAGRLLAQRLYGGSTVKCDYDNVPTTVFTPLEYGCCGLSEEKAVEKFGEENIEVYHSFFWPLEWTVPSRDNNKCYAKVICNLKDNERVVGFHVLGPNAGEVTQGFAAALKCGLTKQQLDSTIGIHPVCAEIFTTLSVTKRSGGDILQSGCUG
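Rat TrxR1 (90 nM in the dispensed reagent) was pre-reduced with 400 uM NADPH for 5 min at room temperature, then incubated with compound for 15 min. After 400 uM selenite was added, NADPH fluorescence (Ex 340/Em 450 nm) was followed for 8 min.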
mIDH1 inhibitor – inhibitors of human mutant IDH1 R132H; IDH1-R132H enzyme, NADPH consumption, diaphorase/resazurin fluorescence; Potency, µM (series often up to 76.6 µM), for the others: top-dose activity change, negative = inhibition, hits mostly inhibitors; AID 602179; actives 0.093% (n = 390,000); also: potency is read from the fitted curve at half-maximal effect; % is scaled to controls: 0 for no effect and ±100 for the full control effect; nearly all actives have a fitted effect of over 65% in size
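IDH1-R132H (0.5 ug/mL dispensed) in pH 7.5 Tris buffer was preincubated 30 min with compound, then given a substrate mix of 0.016 mM NADPH and 2 mM alpha-KG for 80 min at room temperature; remaining NADPH was read by diaphorase/resazurin fluorescence.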
Pin1 inhibitor – human Pin1 inhibition; Q13526; Pin1 FP peptide displacement, HiFluor488, 10 min; Potency, µM (doses to about 115 µM), inactives show top-dose activity, negative = inhibition, actives largely listed as inhibitors; actives 0.009% (n = 390,000); active = well fitted inhibition curve with a large enough effect in the polarisation, with a control signal flat, not every such curve was filed as active; inconclusive = small, poorly fitted or top-dose-only effect, or effect the other way, or a change in a side signal; inactive = no such curve, though single readings can be large or run the other way; the % refers to the polarisation; also: potency is read from the fitted curve at half-maximal effect; % is scaled to controls: 0 for no effect and ±100 for the full control effect
Target sequence (Q13526 whole entry, looked up): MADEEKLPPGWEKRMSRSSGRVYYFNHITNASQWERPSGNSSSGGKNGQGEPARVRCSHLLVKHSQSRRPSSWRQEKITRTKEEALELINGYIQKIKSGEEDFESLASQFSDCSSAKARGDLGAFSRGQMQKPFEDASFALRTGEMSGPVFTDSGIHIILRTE
HP1b chromo inh – HP1-beta chromodomain-methylated histone interaction inhibition; P83916; AlphaScreen HP1-beta / biotin-H3K9me3 peptide binding; Potency, µM (titrated, usually from 114 µM), for the others: top-dose activity change, negative = inhibition, most hits filed as inhibitors; actives 0.56% (n = 390,000); AID 540317; also: potency is read from the fitted curve at half-maximal effect; nearly all actives have a fitted effect of over 70% in size; inactives centre near 23
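Compound inhibition of the preformed complex between 50 nM HP1-beta and 50 nM biotinylated H3K9me3 peptide was read by AlphaScreen. Buffer was PBS pH 7.4 with 0.01% Tween-20. Incubations ran 30 min at room temperature, with 10 ug/mL donor/acceptor beads.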
USP1-UAF1 inh – inhibitors of human USP1/UAF1 deubiquitinase | actives 0.23% (n = 390,000) | recombinant USP1/UAF1, Ub-Rhodamine cleavage fluorescence | Potency, µM (highest dose often 57.1 µM), inactives show at the top dose activity change, negative = inhibition, actives largely listed as inhibitors; also: potency is read from the fitted curve at half-maximal effect; % is scaled to controls: 0 for no effect and ±100 for the full control effect; nearly all actives have a fitted effect of over 60% in size; inactives centre near -12
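USP1/UAF1 complex at 1 nM was preincubated with compound for 15 min at room temperature, then Ub-Rho substrate (150nM final) was added. Fluorescence (480/540 nm) was read kinetically, 6 reads every 60 seconds.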
Tb PGK inh – T. brucei PGK inhibition | PGK/GAPDH coupled, Kinase-Glo luminescence, 60 min | Potency, µM (top dose mostly 57.5 µM), inactives show at the top dose activity change, negative = inhibition, actives largely listed as inhibitors | actives 0.043% (n = 380,000) | AID 602233; also: potency is read from the fitted curve at half-maximal effect; % is scaled to controls: 0 for no effect and ±100 for the full control effect; nearly all actives have a fitted effect of over 60% in size
Target sequence (P07378 whole entry, looked up): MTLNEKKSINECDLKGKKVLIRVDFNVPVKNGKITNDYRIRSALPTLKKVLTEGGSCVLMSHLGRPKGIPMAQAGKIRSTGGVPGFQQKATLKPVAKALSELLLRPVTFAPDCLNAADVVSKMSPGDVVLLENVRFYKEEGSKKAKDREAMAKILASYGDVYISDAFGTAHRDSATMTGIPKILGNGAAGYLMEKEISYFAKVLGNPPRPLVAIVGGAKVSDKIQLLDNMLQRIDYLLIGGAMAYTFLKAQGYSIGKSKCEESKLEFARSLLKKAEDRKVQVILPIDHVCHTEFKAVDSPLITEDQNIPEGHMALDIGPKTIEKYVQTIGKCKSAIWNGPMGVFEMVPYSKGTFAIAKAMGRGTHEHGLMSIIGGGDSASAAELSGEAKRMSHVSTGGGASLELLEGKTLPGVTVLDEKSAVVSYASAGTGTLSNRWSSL
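Recombinant glycosomal PGK reaction used 1,3-bisphosphoglycerate generated in-well by GAPDH (100nM final) in 100mM TEA pH 7.6, 5mM MgCl2, 0.01% Tween-20. After 60 minutes at room temperature, ATP was read by Kinase-Glo Plus luminescence end-point.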
TrxR1 substrate – is turned over as a substrate by rat TrxR1; AID 588456; O89049; Potency, µM (series often up to 114 µM), for inactives: top-dose activity change, negative = substrate turnover; purified TrxR1 substrate turnover, NADPH consumption readout; actives 0.01% (n = 390,000); also: potency is read from the fitted curve at half-maximal effect; % is scaled to controls: 0 for no effect and ±100 for the full control effect; nearly all actives have a fitted effect of over 50% in size
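Rat TrxR1, dispensed at 90 nM, was prereduced with 400 uM NADPH (final) for 5 min at ~22 deg C, then incubated with compound 15 min before 400 uM selenite. A first-read NADPH fluorescence drop versus no-compound background flagged substrates.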
PI4K2A inh – PI4K2A (human) kinase inhibition | AID 1346378 | actives 0.13% (n = 420,000) | Q9BTU6 | activity change, negative = inhibition, % at 76.9 µM | purified PI4K2A, ADP-Glo luminescence, 1 h; stronger effect = lower value; in the data active = activity change below about -50%; inconclusive = mostly about -30% to -49%;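 also: -100% = wells without enzyme as full effect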
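ADP-Glo luminescence measured ADP generated by PI4K2A enzyme (4 ug/mL before mixing) with 1.2 mM PI substrate (pre-mix) and 300 microM ATP (pre-mix). Tris pH7.5 buffer with MgCl2, Triton X-100; 1 h reaction at ambient temperature.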
Active calls of the source: *; i = inactive; u = inconclusive; x = no result given; [ ] = dose if it differs, or a comment. Unless noted, calls follow the shape of the dose curve; as a rule, active = well fitted curve in the direction sought with a large enough effect; inconclusive = small, poorly fitted or top-dose-only effect, or another doubt; inactive = no such curve, though single readings can be large; an effect the other way counts as inactive or inconclusive. A portion of the library. The share of hits here may be higher or lower than overall.

SMILES	GLS inh	TrxR1 inh	mIDH1 inhibitor	Pin1 inhibitor	HP1b chromo inh	USP1-UAF1 inh	Tb PGK inh	TrxR1 substrate	PI4K2A inh
O=C(CN1C(=O)c2cccc3cccc(c23)C1=O)N1CCCCCC1	-1%	27%	5%	-15%	5%	-4%	-1%	49%[activator]	-2
Cn1nc(C(F)(F)F)c(-c2cccc(C(F)(F)F)c2)c1NC(=O)c1cccnc1	-1%	6%	6%	-5%	42%[activator]	-5%	i	-11%	-1
O=C(COC(=O)c1cccs1)NCC1CCCO1 (centres undefined)	6%	-10%	1%	-7%	12%	-1%	-10%	-11%	3
COc1ccc(-c2ccc3c(c2)S(=O)(=O)c2cccc(C(=O)NCc4cccc(OC(F)(F)F)c4)c2C3=O)cc1OC	1%	15%[57.1 µM]	0%	u	33%	-20%	i	-7%[57.1 µM]	-1
COc1cccc(-c2ncc3ccccc3c2COC(=O)c2ccc(C(F)(F)F)cc2)c1	-7%	15%[57.1 µM]	-4%	-5%	139%[activator]	-31%	3%	5%	4
O=C1COc2ccc(C(=O)COC(=O)c3cnc(Cl)c(Cl)c3)cc2N1	0%	-2%	-9%	13%	31%	-26%	-1%	-4%	-2
COC(=O)CC1C(=O)NCCN1C(=O)c1ccc(Cl)cc1 (centres undefined)	4%	15%	-5%	-3%	1%	-21%	-2%	0%	9
CC(Sc1ncc(C(F)(F)F)cc1Cl)C(=O)NCC1CCCO1 (centres undefined)	-3%	23%[57.1 µM]	-1%	5%	10%	u	0%	0%[57.1 µM]	-2
CCc1ccc(-c2cn3nc(C)c(C)nc3n2)cc1	17%	9%	0%	12%	51%[activator]	-1%	2%	119%[activator]	-3
Cc1ccc(-c2nc(S(=O)(=O)c3ccc(C)cc3)c(N3CCCCC3)o2)cc1	3%	-17%	-14%	u	-14%	6%	1%	46%[activator]	1
CCOC(=O)c1[nH]c(CSc2nnnn2-c2ccccc2C)c(C(=O)OCC)c1C	-3%	8%[57.1 µM]	1%	24%	25%	-9%	8%	0%	12
COC(=O)C1=CN(c2ccc(F)cc2)C=C(C(=O)OC)C1c1cccc(Br)c1	0%	148%[activator]	-13%	-4%	150%[activator]	-14%	i	105%[activator]	3
O=C(Nc1ccccc1[N+](=O)[O-])c1csnn1	8%	17%	0%	-4%	-13%	-24%	8%	-4%	-3
O=C(NC1CCCC1)C(=O)N(Cc1cccnc1)C(C(=O)NC1CCCC1)c1ccco1 (centres undefined)	0%	4%	5%	8%	44%[activator]	-9%	3%	3%	1
CCOc1ccc(C2=C(C=C(C#N)C#N)C(c3ccccc3)c3ccccc3O2)cc1 (centres undefined)	-1%	-22%	-3%	15%	u	-12%	-1%	-11%	2
CCOc1cc(CNCc2ccncc2)cc(Br)c1OCc1ccc(F)cc1	2%	10%	7%	3%	42%[activator]	-16%	2%	3%	-4
COc1ccc(CNc2cc(C)ccn2)c(O)c1	-7%	-17%	-13%	3%	28%	-17%	-7%	3%	0
CCOc1ccccc1NC(=O)CSc1nc2ccccc2nc1N1CCCC1	-1%	10%[57.1 µM]	-4%	13%	159%[activator]	-21%	-6%	12%[57.1 µM]	-2
O=C(COC(=O)Cc1cccs1)NCc1ccc(F)cc1	3%	-12%	3%	1%	13%	-10%	-1%	-6%	17
Cc1ccsc1/C=N/Nc1cccc(C(=O)O)c1	16%	-14%	-2%	-4%	19%	-27%	1%	-12%	-12
Cc1cccc(C)c1NC(=O)CS(=O)CC(=O)NCCCc1ccccc1 (centres undefined)	u	23%	7%	-5%	43%[activator]	-4%	-5%	-2%	-5
O=C(NCCc1ccccc1)c1noc2c1CCCCC2	u	15%	8%	0%	33%	-16%	2%	6%	0
Cc1ccc(C(=O)/C=C\Nc2ccc(C)c(C)c2)cc1	3%	-5%	2%	17%	40%[activator]	-13%	6%	-5%	-3
CC(=O)c1cc(F)c(N2CCOCC2)cc1C	9%	17%	0%	-6%	22%	0%	x	7%[57.1 µM]	0
Cn1c(-c2ccncc2)nc2ccccc21	-1%	44%[2.29 µM]	-11%	-1%	19%	-13%	i	15%[2.29 µM]	1

Structural class: the entries above with a thiophene ring, fused or not
SMILES	GLS inh	TrxR1 inh	mIDH1 inhibitor	Pin1 inhibitor	HP1b chromo inh	USP1-UAF1 inh	Tb PGK inh	TrxR1 substrate	PI4K2A inh
O=C(COC(=O)c1cccs1)NCC1CCCO1 (centres undefined)	6%	-10%	1%	-7%	12%	-1%	-10%	-11%	3
O=C(COC(=O)Cc1cccs1)NCc1ccc(F)cc1	3%	-12%	3%	1%	13%	-10%	-1%	-6%	17
Cc1ccsc1/C=N/Nc1cccc(C(=O)O)c1	16%	-14%	-2%	-4%	19%	-27%	1%	-12%	-12

The list goes on.
SMILES	GLS inh	TrxR1 inh	mIDH1 inhibitor	Pin1 inhibitor	HP1b chromo inh	USP1-UAF1 inh	Tb PGK inh	TrxR1 substrate	PI4K2A inh
COCCn1c(SCC(=O)Nc2ccc(OC)c(S(N)(=O)=O)c2)nc2ccccc21	3%	17%	12%	3%	56%[activator]	-21%	-8%	5%	-1
COC(=O)c1ccccc1Sc1snnc1C	-9%	16%[57.1 µM]	9%	-9%	54%[activator]	-8%	-3%	2%[57.1 µM]	-5
O=C(NCc1ccccc1Cl)c1ccccc1NC(=O)c1nsc2ccccc12	-7%	12%[57.1 µM]	-8%	8%	21%[57 µM]	-7%	-7%	2%[57.1 µM]	-11
CC(C)(C)n1c(O)c2ccc(C(=O)N=NC(=O)c3ccccc3)cc2c1O	-6%	-2%	2%	7%	42%[activator]	-17%	-10%	-8%	-5
CCOC(=O)C1=C(N)Oc2c(c(=O)[nH]c3ccccc23)C1c1ccccc1 (centres undefined)	-9%	-10%	-3%	-6%	31%	-21%	4%	-2%	2
CCOC(=O)C1CCCN(C(=O)c2ccc3c(=O)n(CCOC)c(=S)[nH]c3c2)C1 (centres undefined)	0%	-14%	14%	-7%	35%	-7%	3%	4%	-4
COc1ccccc1CCNC(=O)c1cc2c(=O)n3cccc(C)c3nc2n1C	-6%	-2%	35%[activator]	-3%	-12%	-3%	-4%	-7%	-3
COc1ccccc1N1CCN(C(=O)/C=C/c2cccc([N+](=O)[O-])c2)CC1	15%	14%[11.4 µM]	-1%	-6%	-3%	u	i	7%[11.4 µM]	1
O=c1[nH]n(-c2ccc(F)cc2)c2ncccc12	17%	16%	1%	-8%	-7%	-11%	-3%	3%	-3
O=C(CC1NC2CCCCC2NC1=O)Nc1ccc2c(c1)OCO2 (centres undefined)	-8%	12%[57.1 µM]	9%	-2%	38%	-12%	-8%	1%	3
CCN(C[C@H]1N[C@@](Cc2ccccc2)(C(=O)OC)[C@H]2C(=O)N(Cc3ccccc3)C(=O)[C@@H]12)C(=O)C1CCCCC1	1%	9%	1%	-2%	8%	-10%	i	-3%	-3
CCN(CC)CCNC(=O)/C(=N\O)c1ccccn1	3%	12%	8%	-12%	29%	-12%	0%	2%	-3
Cc1cc(C)c(S(=O)(=O)N2CCCC(C(=O)NCc3cccnc3)C2)c(C)c1 (centres undefined)	-6%	-15%	4%	-1%	28%	-2%	-7%	-9%	2
CCOc1ccc(S(=O)(=O)Nc2ccc3c(c2)CCCN3C(=O)c2cccs2)cc1	9%	7%[57.1 µM]	2%	8%	25%	-26%	-4%	3%[57.1 µM]	-1
COc1cccc(CC(=O)NNC(=O)c2c(-c3ccccc3)noc2C)c1	7%	10%	-13%	5%	58%[activator]	-8%	5%	3%	0
COc1ccc(C(=O)OCC(=O)N2c3ccccc3CC2C)cc1S(=O)(=O)N1CCOCC1 (centres undefined)	-7%	x	2%	x	x	-8%	-3%	x	4
Cc1cccc(C2=Nc3ccccc3N=C(c3cc(Cl)ccc3O)C2)c1	-3%	-10%	6%	4%	72%[activator]	-8%	-5%	-5%	-3
O=C(O)CC1(CC(=O)Nc2cc(C(F)(F)F)cc(C(F)(F)F)c2)CCCCC1	11%	7%	8%	-2%	23%	-7%	0%	1%[57.1 µM]	-2
CCn1c(-c2ccccc2)csc1=Nc1ccc(O)cc1	7%	-11%	-2%	-7%	u	-16%	9%	-10%	-1
CC(=O)SCCC(=O)Nc1ccccc1	-2%	-3%	8%	1%	28%	-8%	-3%	4%	1
Cc1ccc(CNS(=O)(=O)c2ccc3[nH]c4c(c3c2)CCCC4)cc1	4%	-6%	4%	3%	29%	2%	14%	-2%	-5
O=C(CN1C(=O)NC2(CCCC2)C1=O)OCCOc1cccc(Br)c1	-9%	7%	10%	-9%	23%	-23%	i	-2%	2
O=C1NC[C@@H](c2ccccc2)OC(=O)[C@@H](Cc2ccc(F)cc2)CC/C=C/C[C@@H]1CC(=O)N(CCO)Cc1ccccc1	-1%	25%	4%	4%	20%	-22%	-2%	-5%	4
CCCN1CCC(=O)N(CCO)CC1	4%	21%	24%	-4%	27%	-22%	-1%	7%	0
COc1cc(OC)cc(C(=O)NNC(=O)NC2CCCCC2)c1	19%	-9%	6%	-3%	28%	7%	-9%	-13%	6
COc1ccc(C(=O)COC(=O)[C@H](C)Nc2ccc(C(F)(F)F)cc2[N+](=O)[O-])c(OC)c1	u	5%[57.1 µM]	1%	-8%	-24%	-4%	-7%	7%[57.1 µM]	-6

Source: PubChem
